High-throughput results: PubChem BioAssay, National Center for Advancing Translational Sciences (NCATS)
TSHR antag: Antagonists of the Thyroid Stimulating Hormone Receptor: HTS campaign; activity change, negative = inhibition, % at 11.5 µM; Thyrotropin receptor (Homo sapiens), P16473; AID 504810, 2011; 0.2% of 330,000 active; TSHR-expressing cells, TSH-stimulated cAMP HTRF, 2 h; stronger effect = lower value;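 active = activity change below a set negative limit, meaning inhibition stronger than a set level, cut at about -70% in these data; inconclusive = activity change between two set negative limits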; also: % is scaled to controls: 0 for no effect and ±100 for the full control effect
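Cell-based HTRF cAMP assay; TSHR cells + compound, TSH EC80 (4nM final), 2 h, 37 deg C. Lysis with anti-cAMP cryptate and cAMP-d2, 30 min RT, read 665/620 nm.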
a7 integrin act: qHTS for Activators of Integrin-Mediated Alleviation for Muscular Dystrophy; alpha7betagal myoblasts, beta-gal FDG fluorescence, 48 h; 0.064% of 350,000 active; Potency, µM (highest dose often 38.3 µM), inactives show at the top dose activation, actives largely listed as activators;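 also: potency is read from the fitted curve at half-maximal effect; 100% = response of the positive control SU9516; nearly all actives have a fitted effect of over 60% in size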
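alpha7betagal+/- myoblasts (passage 13, 250/well) treated 48 h at 37C with compounds at 1:260 dilution of DMSO stock. Lysed, then beta-galactosidase activity read as FDG fluorescence (ex 480/em 540) after 30 min, with pre-read for autofluorescence.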
TCR act: Activators of T cell receptors: qHTS campaign; Potency, µM (highest dose often 9.22 µM), inactives show top-dose activation of IL-2 secretion, hits mostly activators; 330,000 tested, under 10 active; primary human leukocytes, anti-CD3, IL-2 HTRF, 48 h; AID 504894, 2011; also: % of control where 0% means no effect
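IL-2 release read by HTRF sandwich (Eu cryptate donor, d2 acceptor, 665 nm emission) after 48 hr exposure of primary human leukocytes to compound together with anti-CD3 beads in the absence of co-stimulatory signals.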
PTAP TSG101 blk: qHTS Assay for Iinhibitors of HIV-1 Budding by Blocking the Interaction of PTAP/TSG101. Fluorescence polarization, FITC-PTAP peptide / Tsg101 binding. 340,000 tested, under 10 active. Potency, µM (top dose mostly 115 µM), without a hit: at the top dose activity change, negative = inhibition, most hits filed as inhibitors. AID 493005, 2010. Tumor susceptibility gene 101 protein (Homo sapiens), Q99816; active = well fitted inhibition curve with a large enough effect in the main read-out, with a control signal flat, not every such curve was filed as active; inconclusive = small, poorly fitted or top-dose-only effect, or effect the other way, or a change in a side signal; inactive = no such curve, though single readings can be large or run the other way; also: potency is read from the fitted curve at half-maximal effect; % of control where 0% means no effect
Target sequence (Q99816 whole entry, looked up): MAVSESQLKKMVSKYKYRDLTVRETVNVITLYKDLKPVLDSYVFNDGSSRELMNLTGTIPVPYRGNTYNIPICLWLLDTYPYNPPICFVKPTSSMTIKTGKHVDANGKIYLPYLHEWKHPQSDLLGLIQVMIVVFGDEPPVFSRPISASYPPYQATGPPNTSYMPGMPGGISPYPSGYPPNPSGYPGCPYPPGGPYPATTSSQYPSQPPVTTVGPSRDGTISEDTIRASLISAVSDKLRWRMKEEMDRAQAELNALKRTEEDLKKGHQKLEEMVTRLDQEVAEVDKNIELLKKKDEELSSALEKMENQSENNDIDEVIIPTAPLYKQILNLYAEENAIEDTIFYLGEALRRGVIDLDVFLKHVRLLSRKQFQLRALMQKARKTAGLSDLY
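Compounds were pin-transferred onto Tsg101 binding domain (10 uM final) in HEPES pH 7.5 buffer, then FITC-PTAP peptide was added at 50 nM final. After 20 min at RT, polarization reported peptide displacement across a qHTS concentration series.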
Mito fusion yeast: qHTS Assay for Small Molecule Inhibitors of Mitochondrial Division or Activators of Mitochondrial Fusion; S. cerevisiae fusion-defective mutant growth rescue, CellTiterGlo 48 h; Potency, µM (titrated, usually from 46.1 µM), inactives show at the top dose growth rescue (activation), hits mostly activators; 0.23% of 320,000 active; AID 485298, 2010;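 also: potency is read from the fitted curve at half-maximal effect; % of control where 0% means no effect; nearly all actives have a fitted effect of over 45% in size; temperature-sensitive fusion mutants such as fzo1-1 at 37 °C on non-fermentable ethanol glycerol medium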
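Luminescent cell viability in 1536-well qHTS format served as the measure of rescued growth in ts fusion-mutant S. cerevisiae cultured on non-fermentable YPEG for 48 hours at 37C.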
S-ASM inh: Inhibitors of Secretory Acid Sphingomyelinase (S-ASM): qHTS | Sphingomyelin phosphodiesterase (Homo sapiens), P17405 | placental ASM, HMU-PC fluorogenic substrate, 60 min | Potency, µM (doses to about 57.5 µM), inactives show at the top dose activity change, negative = inhibition, hits mostly inhibitors | 0.006% of 340,000 active; also: potency is read from the fitted curve at half-maximal effect
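Human placenta-derived ASM enzyme was preincubated with compound for 10 minutes at room temperature, then given fluorogenic substrate HMU-PC0 (9 uM final) for 60 minutes at 37 °C; a pH 10 stop preceded fluorescence reading at Ex 386/Em 447 nm.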
A-T KAP1 phos: qHTS Assay for Identifying a Potential Treatment of Ataxia-Telangiectasia. […] A-T fibroblasts, KAP-1 phosphorylation AlphaLISA; neocarzinostatin DNA damage 30 min before lysis. AID 485349, 2010. 0.19% of 320,000 active. Potency, µM (doses to about 57.5 µM), inactives show top-dose activation, usual class: activators; also: potency is read from the fitted curve at half-maximal effect; % of control where 0% means no effect; nearly all actives have a fitted effect of over 45% in size
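hTERT-immortalized A-T patient fibroblasts ([…]), 500 cells/well in OPTI-MEM, 1% FBS, got compounds for 60 min, then NCS for 30 min at 37C. Lysates were then assayed for phospho-KAP-1 by AlphaLISA (anti-pKAP1 donor, anti-KAP1 acceptor beads), 6 hr at 25C.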
MBNL1-CUG inh: qHTS Assay for Inhibitors of MBNL1-poly(CUG) RNA binding. Muscleblind-like protein 1 (Homo sapiens), Q9NR56. TR-FRET MBNL1-His/biotin-(CUG)12 binding, 665/545 ratio. Potency, µM (series often up to 57.5 µM), for inactives: at the highest dose activity change, negative = inhibition, actives largely listed as inhibitors. 0.036% of 280,000 active; active = well fitted inhibition curve with a large enough effect in the signal ratio, with a control signal flat, not every such curve was filed as active; inconclusive = small, poorly fitted or top-dose-only effect, or effect the other way, or a change in a side signal; inactive = no such curve, though single readings can be large or run the other way; the % refers to the signal ratio; also: potency is read from the fitted curve at half-maximal effect; % is scaled to controls: 0 for no effect and ±100 for the full control effect
Target sequence (Q9NR56 whole entry, looked up): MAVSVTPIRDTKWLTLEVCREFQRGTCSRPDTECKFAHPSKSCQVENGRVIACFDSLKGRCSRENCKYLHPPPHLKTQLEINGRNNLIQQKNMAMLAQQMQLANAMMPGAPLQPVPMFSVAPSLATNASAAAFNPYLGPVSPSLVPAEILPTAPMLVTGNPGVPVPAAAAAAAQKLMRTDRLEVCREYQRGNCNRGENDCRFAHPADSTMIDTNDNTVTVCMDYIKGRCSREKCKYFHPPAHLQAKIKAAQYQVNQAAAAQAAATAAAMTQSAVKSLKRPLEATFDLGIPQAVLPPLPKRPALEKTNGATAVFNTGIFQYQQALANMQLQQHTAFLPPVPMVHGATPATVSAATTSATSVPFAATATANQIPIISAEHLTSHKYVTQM
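TR-FRET readout: Ex 340 nm, 665/545 nm emission ratio, normalized to buffer-only (basal) and MBNL1-(CUG)12 controls. Complex of MBNL1-His with Biotin-(CUG)12, compounds 92 nM–58 uM, incubated 60 min at room temperature.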
CXXC DNA block: qHTS Fluorescence Polarization Assay for Inhibitors of MLL CXXC domain - DNA interaction; Histone-lysine N-methyltransferase 2A (Homo sapiens), Q03164; 0.037% of 290,000 active; Potency, µM (doses to about 115 µM), without a hit: top-dose activity change, negative = inhibition, hits mostly inhibitors; MLL-CXXC / FITC-HOXA9 DNA fluorescence polarization; active = well fitted inhibition curve with a large enough effect in the polarisation, with a control signal flat, not every such curve was filed as active; inconclusive = small, poorly fitted or top-dose-only effect, or effect the other way, or a change in a side signal; inactive = no such curve, though single readings can be large or run the other way; the % refers to the polarisation; also: potency is read from the fitted curve at half-maximal effect
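Steps: dispense CXXC domain solution (7 uM) → pin compounds or unlabeled HOX-A9 DNA control → 5 min ambient → add FLSN-HOX-A9 solution (50 nM) → spin → 30 min ambient → fluorescence polarization. Tris pH 7.5/NaCl/DTT/BSA buffer.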
Menin MLL FP TR: qHTS Assay for Inhibitors Targeting the Menin-MLL Interaction in MLL Related Leukemias: Competition With Texas Red Labeled MLL-derived Mutant Peptide; Menin + Texas Red MLL mutant peptide, fluorescence polarization; AID 1768, 2009; Potency, µM (top dose mostly 61.6 µM), for the others: at the top dose FP activity change, negative = inhibition, actives largely listed as inhibitors; 0.23% of 270,000 active; active = well fitted inhibition curve with a large enough effect in the polarisation, with a control signal flat, not every such curve was filed as active; inconclusive = small, poorly fitted or top-dose-only effect, or effect the other way, or a change in a side signal; inactive = no such curve, though single readings can be large or run the other way; the % refers to the polarisation; also: potency is read from the fitted curve at half-maximal effect; % of control where 0% means no effect; many of its hits are not listed in these tables
* marks the source's active call; other numbers are inactive results; [ ] = another dose, or the depositor's remark. Unless noted, calls follow the shape of the dose curve; as a rule, active = well fitted curve in the direction sought with a large enough effect; inconclusive = small, poorly fitted or top-dose-only effect, or another doubt; inactive = no such curve, though single readings can be large; an effect the other way counts as inactive or inconclusive. Only part of the results is shown. The share of hits here may be higher or lower than overall.

What do the screens show for `CC(NC(=O)c1ccco1)C(c1cccs1)N1CCN(c2ccccc2)CC1` (stereo not drawn)?
TSHR antag: -11; a7 integrin act: -2%; TCR act: -7%; PTAP TSG101 blk: 2%; Mito fusion yeast: 9%; S-ASM inh: 0%; A-T KAP1 phos: -7%; MBNL1-CUG inh: 4%; CXXC DNA block: -3%; Menin MLL FP TR: -14%

What do the screens show for `CCN(CC)c1ccc(NC(=O)Nc2cccc3ccccc23)cc1`?
TSHR antag: -10; a7 integrin act: -46%[inhibitor]; TCR act: 0%; PTAP TSG101 blk: -3%; Mito fusion yeast: 1%; S-ASM inh: 0%; A-T KAP1 phos: 1%; MBNL1-CUG inh: -2%; CXXC DNA block: 40%[activator]; Menin MLL FP TR: inconclusive

What do the screens show for `O/N=C/c1ccnc(SCc2ccccc2)n1`?
TSHR antag: -8; a7 integrin act: -24%; TCR act: -4%; PTAP TSG101 blk: 0%; Mito fusion yeast: 19%; S-ASM inh: 5%; A-T KAP1 phos: 2%; CXXC DNA block: -14%

What do the screens show for `Cc1cc(C)c(C#N)c(N2CCCC(C(N)=O)C2)n1` (stereo not drawn)?
TSHR antag: 9; a7 integrin act: -12%; TCR act: -9%; PTAP TSG101 blk: -5%; Mito fusion yeast: -14%; S-ASM inh: 10%; A-T KAP1 phos: -5%; MBNL1-CUG inh: -2%; CXXC DNA block: 6%; Menin MLL FP TR: -6%

Results for NC1(N)OC(CN2C(=O)c3ccccc3C2=O)CS1 (stereo not drawn) ?
TSHR antag: 28; a7 integrin act: -36%; TCR act: 7%; PTAP TSG101 blk: 2%; Mito fusion yeast: 5%; S-ASM inh: -2%; A-T KAP1 phos: -10%; MBNL1-CUG inh: 2%; CXXC DNA block: -6%; Menin MLL FP TR: -2%

Results for O=C(Cc1ccc(Cl)cc1)Nc1ccccn1 ?
TSHR antag: -26; a7 integrin act: 5%; TCR act: 6%; PTAP TSG101 blk: -9%; Mito fusion yeast: 0%; S-ASM inh: 3%; A-T KAP1 phos: 16%; MBNL1-CUG inh: -6%; CXXC DNA block: 63%[activator]; Menin MLL FP TR: -3%

What do the screens show for `CC1(C)C2CCC1(C)C(NCC(O)COc1ccc(C#N)cc1)C2` (stereo not drawn)?
TSHR antag: 1; a7 integrin act: -1%; TCR act: 3%; PTAP TSG101 blk: -1%; Mito fusion yeast: -6%; S-ASM inh: 2%; A-T KAP1 phos: -2%; MBNL1-CUG inh: -7%; CXXC DNA block: 1%; Menin MLL FP TR: inconclusive

Results for COc1ccc(-n2c(COc3cccc4cccnc34)nnc2SCC(=O)O)cc1 ?
TSHR antag: -6; a7 integrin act: inconclusive; TCR act: -2%; PTAP TSG101 blk: -4%; Mito fusion yeast: -3%; S-ASM inh: 2%; A-T KAP1 phos: -4%; MBNL1-CUG inh: 8%; CXXC DNA block: -11%; Menin MLL FP TR: 7%

What do the screens show for `O=C(OCC(=O)N1CCN(C(=O)COC(=O)c2ccc(O)cc2O)CC1)c1ccc(O)cc1O`?
TSHR antag: -3; a7 integrin act: 0%; TCR act: -4%; PTAP TSG101 blk: -6%; Mito fusion yeast: -3%; S-ASM inh: 3%; A-T KAP1 phos: -1%

What do the screens show for `Cc1nc(N2CCN(C(=O)c3ccco3)CC2)[nH]c(=O)c1C`?
TSHR antag: -6; a7 integrin act: 12%; TCR act: -4%; PTAP TSG101 blk: 2%; Mito fusion yeast: 3%; S-ASM inh: -2%; A-T KAP1 phos: 6%; MBNL1-CUG inh: -9%; CXXC DNA block: -6%; Menin MLL FP TR: -1%

What do the screens show for `CCCCCCCCNCCS(=O)(=O)NCc1ccccc1OC`?
a7 integrin act: -38%; TCR act: 0%; PTAP TSG101 blk: -1%; S-ASM inh: 1%

Results for CCOC(=O)c1c(C)[nH]c(C)c1S(=O)(=O)NCC1CCN(Cc2cccc(F)c2)CC1 ?
TSHR antag: 2; a7 integrin act: 6%; TCR act: 1%; PTAP TSG101 blk: 1%; Mito fusion yeast: -1%; S-ASM inh: -1%; A-T KAP1 phos: 18%; MBNL1-CUG inh: -15%; CXXC DNA block: 3%

What do the screens show for `CCC1(c2ccc(F)cc2)NC(=O)N(CC(=O)NCc2ccc(F)cc2)C1=O` (stereo not drawn)?
TSHR antag: 29; a7 integrin act: -2%; TCR act: 6%; PTAP TSG101 blk: -10%; Mito fusion yeast: 1%; S-ASM inh: 0%; A-T KAP1 phos: 30%; MBNL1-CUG inh: -1%; CXXC DNA block: 0%; Menin MLL FP TR: -15%

What do the screens show for `Cc1c(C#N)c(NC(=O)c2ccccc2)n(Cc2ccccc2)c1C`?
TSHR antag: -7; a7 integrin act: 14%; TCR act: -5%; PTAP TSG101 blk: -5%; Mito fusion yeast: -2%; S-ASM inh: -1%; A-T KAP1 phos: -1%; MBNL1-CUG inh: -5%; CXXC DNA block: 9%; Menin MLL FP TR: -25%

What do the screens show for `CCOC(=O)c1c(C)sc2c1N(C(=O)CCl)c1cc(Cl)ccc1S2`?
TSHR antag: -18; a7 integrin act: -46%[inhibitor]; TCR act: -5%; PTAP TSG101 blk: 1%; Mito fusion yeast: -14%; S-ASM inh: -6%; A-T KAP1 phos: inconclusive; MBNL1-CUG inh: -6%; CXXC DNA block: 21%; Menin MLL FP TR: 6%

What do the screens show for `COc1ccccc1C(CNC(=O)c1ccc(NS(=O)(=O)c2ccc(F)c(C)c2)cc1)N1CCCC1` (stereo not drawn)?
TSHR antag: 5; a7 integrin act: -9%; TCR act: -2%; PTAP TSG101 blk: 2%; Mito fusion yeast: 7%; S-ASM inh: 6%; A-T KAP1 phos: -1%

Results for COc1ccc2oc(=O)c(-c3ccccc3C(=O)N3CCOCC3)cc2c1 ?
TSHR antag: 2; a7 integrin act: 6%; TCR act: -7%[46.1 µM]; PTAP TSG101 blk: -4%; Mito fusion yeast: -2%; S-ASM inh: 58%[activator]; A-T KAP1 phos: 6%; CXXC DNA block: 4%; Menin MLL FP TR: 0%

How did Cc1cc(=O)oc2cc(OCC(=O)OCC(=O)Nc3c(C)n(C)n(-c4ccccc4)c3=O)ccc12 do in these assays?
TSHR antag: 12; a7 integrin act: 4%; TCR act: 5%; PTAP TSG101 blk: 1%; Mito fusion yeast: -5%; S-ASM inh: 18%; A-T KAP1 phos: 4%; MBNL1-CUG inh: -8%; CXXC DNA block: -7%; Menin MLL FP TR: -9%

What do the screens show for `Cc1cccc(Cl)c1NC(=S)N1CCN(c2ccc([N+](=O)[O-])cn2)CC1`?
TSHR antag: -5; a7 integrin act: -9%; TCR act: 2%; PTAP TSG101 blk: -1%; Mito fusion yeast: 1%; S-ASM inh: -1%; A-T KAP1 phos: -14%; MBNL1-CUG inh: 7%; CXXC DNA block: -8%

What do the screens show for `O=C(Nc1cccc(Cl)c1)Nc1sccc1-c1nc2ccccc2s1`?
TSHR antag: -21; a7 integrin act: 17%; TCR act: -1%; PTAP TSG101 blk: 0%; Mito fusion yeast: 7%; S-ASM inh: -1%; A-T KAP1 phos: 12%; MBNL1-CUG inh: 3%; CXXC DNA block: -3%

How did CCOc1ccc2[nH]c(=O)c(CN(Cc3ccco3)C(=O)c3ccc(Br)cc3)cc2c1 do in these assays?
TSHR antag: -4; a7 integrin act: -3%; TCR act: 2%; PTAP TSG101 blk: -6%; Mito fusion yeast: 0%; S-ASM inh: 35%[activator]; A-T KAP1 phos: 2%; MBNL1-CUG inh: -1%; CXXC DNA block: -8%; Menin MLL FP TR: 13%

Results for O=C(COC(=O)/C=C/c1ccc(Cl)cc1)NC(=O)NCc1ccccc1 ?
TSHR antag: 16; a7 integrin act: 17%; TCR act: -2%; PTAP TSG101 blk: -1%; Mito fusion yeast: 4%; S-ASM inh: -2%; A-T KAP1 phos: -11%
